Growth percent in the NCI-60 one-dose screen (48 h, 10 µM unless noted): 100 = growth as untreated, 0 = no growth, -100 = all killed.
KM12 – KM12 colon cancer cells; 82,000 tested, 5% active; AID 1794800
SNB-19 – SNB-19 CNS cancer cells | 81,000 tested, 2.5% active | AID 1794751
HCT-15 – HCT-15 colon cancer; 82,000 tested, 5.2% active
SNB-75 – SNB-75 CNS cancer; 79,000 tested, 5% active
SW-620 – SW-620 colon cancer; 82,000 tested, 5.2% active; AID 1794795
HCC-2998 – HCC-2998 colon cancer; AID 1794799; 79,000 tested, 4.7% active
COLO 205 – COLO 205 colon cancer; 79,000 tested, 7.3% active
HT29 – HT29 colon cancer | 81,000 tested, 7.4% active
HCT-116 – HCT-116 colon cancer | 82,000 tested, 7.3% active | AID 1794798
An asterisk follows results filed as active; x = not tested or not shown; & = joins results of further samples; [ ] = remark or other dose. How the source made its calls: active means growth percent below 10; inactive means the rest. Only part of the results is shown; count on the stated rates, not on these rows.

SMILES	KM12	SNB-19	HCT-15	SNB-75	SW-620	HCC-2998	COLO 205	HT29	HCT-116
CC(=O)O[C@H](C[C@H](C(C)C)N(C)C(=O)[C@@H](NC(=O)[C@H]1CCCCN1C)C(C)C)c1nc(C(=O)N[C@@H](Cc2ccccc2)C[C@H](C)C(=O)O)c(CCOCc2ccccc2)s1	5.5*	16	6.7*	0.8*	28	16	-42*	-4.5*	-22*
Oc1ccccc1CNCCc1ccccc1	103	x	111	114	109	105	103	105	110
Cc1cc(Cl)nc(N)n1	103&108	104&111	100&105	116&96	105&116	107&113	117&118	99&103	110&112
NC(=O)c1cc([N+](=O)[O-])c(Cl)c([N+](=O)[O-])c1	92	107	45	99	-85*	109	-71*	-7.9*	-79*
CC(C)c1cc(Cl)cc(C(C)C)c1OCCN(C)C	103	112	105	88	109	92	x	86	84
CCC(=O)OC1CCC2C3CCC4=C(SC(C)=O)C(=O)CCC4(C)C3CCC12C (stereo not given)	83	81	92	114	111	94	121	97	87
Cc1c(CCN)ccc2c1[nH]c1ccccc12	83	86	81	62	89	x	77	65	69
O=C1NCCCCC1(Br)Br	108	108	103	88	112	112	123	105	103
O=C(Nc1ccc([As]=[As]c2ccc(NC(=O)c3ccccc3)cc2)cc1)c1ccccc1 (stereo not given)	-80*	x	-80*	-97*	-67*	-80*	-83*	-36*	-92*
COCCOCn1c(NN(C)C)c(C(N)=O)c2c(N)ncnc21	123	101	108	117	102	100	127	102	98
CC(=O)[C@H]1CC[C@H]2[C@@H]3CC[C@@H]4C[C@H](O)CC[C@]4(C)[C@H]3CC[C@]12C	100	109	108	94	96	103	x	91	91
COc1ccc2c(c1O)[C@]13CCN(C)[C@H](C2)[C@@H]1CCC(=O)C3	104	103	101	104	103	108	119	109	109
Nc1ccc(OCCCCNC(=O)c2ccc(S(=O)(=O)F)cc2)c(Cl)c1	98	95	96	59	109	108	104	105	101
CCCCCC(=O)c1c(O)c(OC)c(OC)[nH]c1=O	62&52	73&71	47&53	72	44&43	89&71	85	99&67	41&30
CCCCCCC(=O)NC1=C(N2CC2)C(=O)C(NC(=O)CCCCCC)=C(N2CC2)C1=O	49	61	69	x	57	54	3.6*	19	-14*
CCCCOP(=O)(CC(C)C#N)OCCCC (stereo not given)	97	106	102	89	90	102	103	110	99
CC(C)NC(C)Cc1ccc(O)c(O)c1 (stereo not given)	101	102	103	86	107	101	112	95	98
O=C(CC1(O)C(=O)Nc2ccc(F)cc21)c1ccc(C(=O)NCC2CCC3(CC2)OOC2(CCCCC2)OO3)cc1 (stereo not given)	32	80	74	70	61	113	34	x	70
CC12COC(=O)CC1CCC1C2CCC2(C)C1CCC2(C)O (stereo not given)	118	96	108	100	106	87	x	103	97
CN(Cc1cccnc1)N=O	102	100	100	85	98	112	105	102	93
O=C(Nc1cccc(Cl)c1)OCC#CCN1CCCC1	102	109	105	94	104	101	113	94	101
[N-]=[N+]=NC[C@H]1O[C@](O)(CO)[C@@H](O)[C@@H]1O	100	105	99	81	107	96	98	100	104
O=C1OC(Cl)c2ccccc21 (stereo not given)	105	x	102	98	94	104	103	104	94
CC(C)(c1cc(Cl)c(O)c(Cl)c1)c1cc(Cl)c(O)c(Cl)c1	109	118	103	90	102	107	113	103	99
C#COc1cccc(Nc2ncnc3cc(NC(=O)CF)ccc23)c1	29[6.25 µM]	34[6.25 µM]	29[6.25 µM]	48[6.25 µM]	26[6.25 µM]	64[6.25 µM]	13[6.25 µM]	4.4*[6.25 µM]	19[6.25 µM]

An excerpt from the list above, for reference:
SMILES	KM12	SNB-19	HCT-15	SNB-75	SW-620	HCC-2998	COLO 205	HT29	HCT-116
CCCCOP(=O)(CC(C)C#N)OCCCC (stereo not given)	97	106	102	89	90	102	103	110	99
CC(C)NC(C)Cc1ccc(O)c(O)c1 (stereo not given)	101	102	103	86	107	101	112	95	98

Additional compounds follow.
SMILES	KM12	SNB-19	HCT-15	SNB-75	SW-620	HCC-2998	COLO 205	HT29	HCT-116
O=C(NCCS(=O)OO)c1ccccc1 (stereo not given)	100	110	102	81	101	105	115	102	91
Oc1ccc(C(Cc2ccccc2)N2CCCCC2)cc1 (stereo not given)	106	111	93	94	110	100	104	105	100
CCOP(=S)(NN=C1CCCCC1)OCC	105	105	93	90	104	113	105	106	103
CCCOC(C(=O)OCCN(CC)CC)(c1ccccc1)c1ccccc1	101	99	95	85	95	102	99	80	77
C[C@]12CC[C@H]3[C@@H](C[C@@H]4SC(Nc5ccccc5)=N[C@@]45CC(O)CC[C@]35C)[C@@H]1CCC2O (stereo not given in full)	16	27	-30*	-5.4*	-19*	98	57	-38*	-81*
CCOP(=O)(NCc1ccco1)OCC	107	101	99	109	107	131	111	121	105
NC(=O)c1[nH]cnc1NN=NCCF	101	103	97	72	85	85	96	95	81
CCOC(=O)CC(SP1(=S)OCC2(CCCCC2)CO1)C(=O)OCC (stereo not given)	104	96	95	94	114	106	108	110	102
ClC1CN2CCC1CC2 (stereo not given)	127	110	119	89	97	116	105	112	110
C/C=C1/CN2CCC1CC2C(O)c1ccnc2ccc(OCCO)cc12 (stereo not given)	110	112	106	96	93	114	124	110	105
c1ccc2sc(SNC3CCCCC3)nc2c1	87	98	93	83	102	110	109	115	102
CC(C)N(C(=O)C(Cl)Cl)C(C)C	110	107	102	76	99	111	112	101	105
CCCCCN(C)CCC(O)(P(=O)(O)O)P(=O)(O)O	109	104	104	108	105	108	110	104	105
CC12CC(O)C3C(CCC4=CC(=O)CCC43C)C1CCC2=O (stereo not given)	111	110	110	102	106	91	112	116	104
CC(C)CCC1(CCO)C(=O)NC(=O)NC1=O	106	105	110	101	107	106	124	107	100
[O-][n+]1ccn(O)c1CCl	101	103	102	80	103	106	121	111	101
COC(=O)[C@@H](C)C[C@H](Cc1ccccc1)NC(=O)c1csc([C@@H](C[C@H](C(C)C)N(C)C(=O)[C@@H](NC(=O)[C@H]2CCCCN2C)C2CC2)OC(C)=O)n1	5.1*	38	12	32	48	16	-70*	-12*	7.5*
CC(C)CCC[C@@H](C)[C@H]1CC[C@H]2[C@@H]3C/C(=N\OC(=O)CCCc4ccc(N(CCCl)CCCl)cc4)C4=CC(=O)CC[C@]4(C)[C@H]3CC[C@]12C	93	96	77	105	66	99	82	66	83
COc1cc(OC)c(S(=O)(=O)N(CCCl)CCCl)cc1C(=O)/C=C/c1ccc2c(c1)OCO2	92	41	86	51	99	100	118	107	84
Cc1cccc(CC#N)c1	104	105	98	80	103	102	101	100	89
O[C@@]12C[C@@H]([C@H]3CO[C@@H]1O3)n1ncnc1N2	111	110	103	103	101	96	108	118	96
CCOc1ccc(C=C(C#N)C#N)cc1	111	103	97	101	113	104	113	109	98
CCN(CC)CCOC(=O)C(OC(C)C)(c1ccccc1)c1ccccc1	101	96	96	88	92	108	98	80	78
C[C@]12C/C(=C/Sc3ccc(Cl)cc3)C(=O)C[C@@H]1CC[C@@H]1[C@@H]2CC[C@@]2(C)[C@H]1CC[C@]2(C)O	85	92	72	74	71	106	108	81	55
O=C(Nc1ccncc1F)c1cn(CC2CC2)c2ccccc12	104	97	97	103	105	106	112	102	100

Ordered by heavy-atom count (falling): part of the list above
SMILES	KM12	SNB-19	HCT-15	SNB-75	SW-620	HCC-2998	COLO 205	HT29	HCT-116
C[C@]12C/C(=C/Sc3ccc(Cl)cc3)C(=O)C[C@@H]1CC[C@@H]1[C@@H]2CC[C@@]2(C)[C@H]1CC[C@]2(C)O	85	92	72	74	71	106	108	81	55
CCCOC(C(=O)OCCN(CC)CC)(c1ccccc1)c1ccccc1	101	99	95	85	95	102	99	80	77
C/C=C1/CN2CCC1CC2C(O)c1ccnc2ccc(OCCO)cc12 (stereo not given)	110	112	106	96	93	114	124	110	105
O=C(Nc1ccncc1F)c1cn(CC2CC2)c2ccccc12	104	97	97	103	105	106	112	102	100
O[C@@]12C[C@@H]([C@H]3CO[C@@H]1O3)n1ncnc1N2	111	110	103	103	101	96	108	118	96
[O-][n+]1ccn(O)c1CCl	101	103	102	80	103	106	121	111	101

Continuation.
SMILES	KM12	SNB-19	HCT-15	SNB-75	SW-620	HCC-2998	COLO 205	HT29	HCT-116
S=P(NCCS)(N1CC1)N1CC1	118	100	116	94	107	107	97	97	96
C1CC2OC2CC1C1CO1 (stereo not given)	116	106	107	81	115	113	119	101	101
Brc1ccc2c(c1)c(-c1nc(-c3c[nH]c4ncccc34)cs1)cn2CCN1CCOCC1	40	72	35	56	86	89	64	58	68
C=CCCC1(CC(C)C)C(=O)NC(=S)NC1=O	99	96	95	104	101	102	94	97	106
CNC(Cc1ccccc1)c1ccc(OC)cc1 (stereo not given)	101	107	103	94	94	106	103	99	100
COC(=O)C1=COC(C)C2CN3CCc4c([nH]c5cc(OC)ccc45)C3CC12 (stereo not given)	113	101	113	98	104	107	106	106	95
C1CNC2CCCC2C1 (stereo not given)	97	111	99	86	103	107	102	102	108
CCCCCCOC(CN(C)C)C(Cl)(Cl)Cl (stereo not given)	112	99	102	103	106	106	132	117	99
COc1ccc(/C=C/C(=O)c2nc3ccccc3n2Cc2ccc(Br)cc2)cc1OC	99	92	99	96	x	108	126	123	100
C=CCCN=C=S	66	81	60	78	70	105	80	44	49
COc1ccc(CCNC2(C#N)CCCCC2)cc1OC	101	108	101	104	108	106	108	103	99
ClCCN(CCCl)c1ccc(C=Nc2ccc(/C=C\c3ccnc4ccccc34)cc2)cc1	92	98	74	74	85	99	101	68	76
COc1cccc2c1C(=O)c1c(O)c3c(c(O)c1C2=O)CC(O)(/C(C)=N/NC(=O)CCC(=O)N/N=C(\C)C1(O)Cc2c(O)c4c(c(O)c2C(OC2CC(N)C(O)C(C)O2)C1)C(=O)c1c(OC)cccc1C4=O)CC3OC1CC(N)C(O)C(C)O1 (stereo not given)	-30*[5 µM]	-21*[5 µM]	x	-53*[5 µM]	-23*[5 µM]	-94*[5 µM]	x	-79*[5 µM]	-31*[5 µM]
C[C@]12CC[C@H]3[C@@H](CCC4=CC(=O)CC[C@@H]43)[C@@H]1CC[C@@H]2OC(=O)c1ccccc1	75	91	82	99	82	92	91	47	53
Clc1ccc(CSC(Cn2ccnc2)c2ccc(Cl)cc2Cl)cc1 (stereo not given)	16	47	29	58	29	36	-55*	31	7.4*
CC(C)(N)Cc1ccc(N)cc1	107	99	102	78	103	101	105	102	97
COc1ccc(/C=C/C(=O)c2nc3ccccc3n2Cc2ccc(F)cc2)cc1OC	86	83	67	82	x	99	113	96	71
CC(=O)Nc1ccc([N+](=O)[O-])c(C(F)(F)F)c1	109	93	89	94	101	95	103	112	111
COc1cc2ncnc(Nc3ccc(F)c(Cl)c3)c2cc1OCC(=O)N1CCN(C)CC1	96	80	93	92	105	102	104	91	91
O=C(N/N=C/c1ccc(N(CCCl)CCCl)cc1)c1cccc2ccccc12	67	81	56	77	54	88	86	39	48
C[C@]12C=CC(=O)C=C1CC[C@@H]1[C@@H]2[C@H](O)C[C@@]2(C)[C@H]1CC[C@]2(C)O	109	101	99	95	102	x	106	108	98
CCC1CN1P1(=O)OCC(C)([N+](=O)[O-])CO1 (stereo not given)	103	95	103	83	109	102	110	x	105
CCCCN(CCCC)CC(O)c1ccc(Cl)c(Cl)c1 (stereo not given)	104	111	112	103	100	110	105	106	100

Screens (PubChem)
